High-throughput results deposited in PubChem BioAssay by Broad Institute.
Casp6 inh – human caspase-6 inhibitors, primary screen, biochemical, VEID-R110 fluorescence, single point, set 2; inhibition, % at 12.5 µM; purified caspase-6, Z-VEID-R110 cleavage fluorescence; 350,000 tested, 0.53% active;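 active = mean inhibition across replicates at least about 35%, with every replicate also reaching that limit, limit read from the data; inconclusive = only one of the two criteria met; inactive = neither criterion met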;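 note: 0% = median of neutral control wells and 100% = no fluorescence left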
Target sequence (P55212 24-179 limits assumed): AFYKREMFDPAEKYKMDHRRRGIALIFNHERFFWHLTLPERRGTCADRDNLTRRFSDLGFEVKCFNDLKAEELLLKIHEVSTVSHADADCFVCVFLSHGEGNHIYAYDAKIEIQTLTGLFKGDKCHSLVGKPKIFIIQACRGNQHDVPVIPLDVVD
Target sequence (P55212 194-293 limits assumed): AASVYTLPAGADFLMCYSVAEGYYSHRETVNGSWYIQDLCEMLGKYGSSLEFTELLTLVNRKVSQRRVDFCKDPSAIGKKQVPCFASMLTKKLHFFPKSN
PAX8 reporter – inhibitors of PAX8-driven TPO luciferase reporter, primary screen, RMG-I cells, single concentration; SteadyGlo, 24 h; inhibition, % at 12.6 µM; 360,000 tested, 1.2% active;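 active = mean replicate inhibition at least 60% with every replicate also reaching 60%; inconclusive = only one of the two criteria is met; inactive = mean below 60% and not all replicates reaching 60%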;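 note: luciferase light reporting Pax8 driven TPO promoter activity; plate controls were median of neutral control wells for no effect and mitoxantrone controls for full effect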
ARNT-TACC3 inh – disruptors of ARNT/TACC3 protein interaction, primary screen, biochemical, AlphaScreen, single concentration; Transforming acidic coiled-coil-containing protein 3 (Homo sapiens), Q9Y6A5; AlphaScreen His-ARNT PAS-B/GST-TACC3 binding, luminescence; TACC3 fragment carries E629A point mutation; inhibition, % at 9.99 µM; 390,000 tested, 0.66% active; AID 623870, 2012;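 active = mean inhibition of replicates at least 50% and at least half of replicates each reaching 50%; inconclusive = half or more replicates reach 50% but mean below 50%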;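 note: 0% = complete ARNT plus TACC3 wells and 100% = ARNT alone without TACC3; many hits fall short of the cut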
EWS-Fli inh – EWS/Fli-driven NR0B1 reporter inhibitors, primary screen, A673 cells, NR0B1 luciferase, luminescence, MLPCN library | viability-normalised | inhibition, % at 12.6 µM | 350,000 tested, 0.67% active | AID 651661, 2012;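 active = mean inhibition of at least 50% after viability correction, with every replicate also passing that limit; inconclusive = mean reaches 50% but only one of two replicates passes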;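 note: firefly luciferase signal divided by Alamar Blue viability fluorescence both relative to DMSO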
LGR2 antag – inhibitors of bursicon-induced LGR2 CRE-luciferase signal, primary screen, cell-based, HEK293, CRE-luciferase reporter, bursicon stimulation | Drosophila bursicon receptor LGR2 (rickets) | bursicon-stimulated, 4 h | inhibition, % at 9.99 µM | 380,000 tested, 0.35% active;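 active = drop in luminescence signal, shown as inhibition above about 50% in the replicate tests, limit read from the data, passing the limit was not always enough; inconclusive = probably only some replicates passing the limit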;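 note: agonist challenge used bursicon conditioned medium at about half maximal strength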
SIRT5 inh – SIRT5 desuccinylase inhibitors, primary screen, biochemical, fluorescence imaging, single point, set 5; NAD-dependent protein deacylase sirtuin-5, mitochondrial (Homo sapiens), Q9NXA8; Purified SirT5, succinyl-peptide AMC, trypsin-coupled fluorescence; inhibition, % at 15 µM; 330,000 tested, 1.1% active; in the data active = inhibition above about 15%; inconclusive = no clear call, values can overlap the other calls
Target sequence (Q9NXA8 whole entry, looked up): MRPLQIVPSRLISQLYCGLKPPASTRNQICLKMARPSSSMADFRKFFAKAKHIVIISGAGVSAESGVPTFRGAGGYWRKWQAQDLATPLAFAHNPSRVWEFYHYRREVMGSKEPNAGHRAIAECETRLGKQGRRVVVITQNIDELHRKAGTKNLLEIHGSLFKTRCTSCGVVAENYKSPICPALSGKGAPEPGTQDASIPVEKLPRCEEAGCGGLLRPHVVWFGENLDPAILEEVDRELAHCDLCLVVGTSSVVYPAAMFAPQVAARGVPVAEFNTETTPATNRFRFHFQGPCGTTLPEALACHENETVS
DENV2 CPE rescue – inhibitors of DENV2 cytopathic effect, primary screen, cell-based, plate reader, single concentration | CPE inhibition, % at 9.99 µM | DENV2-infected cells, cytopathic effect rescue | 350,000 tested, 1.7% active; in the data active = CPE inhibition above about 20%, passing the limit was not always enough; inconclusive = no clear call, values can overlap the other calls; tested in BHK-21 cells;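 note: 0% = median of neutral control wells and 100% = median of positive control wells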
* marks the source's active call; other numbers are inactive results; u = inconclusive; x = not tested or not shown.

SMILES	Casp6 inh	PAX8 reporter	ARNT-TACC3 inh	EWS-Fli inh	LGR2 antag	SIRT5 inh	DENV2 CPE rescue
COc1ccc(N/N=C(\C#N)C(=O)NCCc2ccc(OC)c(OC)c2)cc1	2	-5	-5	15	-6	0	-4
CNC(=O)C[C@H]1CC[C@H]2[C@H](COc3ccc(NC(=O)Nc4ccc(F)cc4)cc3C(=O)N2C)O1	-1	-6	-2	1	-17	1	3
Fc1ccc(-c2ccc(CNCc3ccccn3)o2)cc1Cl	-4	-19	59*	6	-15	-3	11
Cc1cccc(CN(C)C[C@@H]2OCc3cn(nn3)CCCC(=O)N([C@H](C)CO)C[C@@H]2C)c1	4	x	-2	-8	16	-4	-2
OC(c1ccc(F)c(F)c1)c1nc(-c2cc(F)cc(F)c2)cs1 (stereo not given)	2	-28	x	-15	0	0	-11
O=c1c(N2CCOCC2)c(N2CCOCC2)c1=O	2	14	-2	11	4	0	-7
Cc1cccc(/C=C(\C(=O)C(=O)O)c2ccc3ccccc3n2)c1	1	-21	0	-84	-40	0	-3
O=C(Nc1cc2ccccc2oc1=O)c1ccccc1	1	36	x	74*	89*	x	-7
COC(=O)C[C@H]1CC[C@@H]2[C@H](COc3ccc(NC(=O)c4ccc(F)cc4)cc3C(=O)N2C)O1	-1	8	-2	-23	2	4	3
C[C@@H]1CN([C@@H](C)CO)C(=O)Cc2cc(NS(C)(=O)=O)ccc2O[C@@H]1CN(C)C(=O)Nc1cccc2ccccc12	0	13	-10	x	14	2	-2
COc1ccc(NC(=O)COc2cc(O)c3c(c2)OC(C)(C)CC3=O)cc1	-3	x	1	-5	-3	x	-6
C[C@H](c1ccccc1)N1C[C@H](COCc2ccccc2)Oc2cc(N3CC[C@@H](N(C)C)C3)ccc2S1(=O)=O	-8	-39	x	15	-9	0	1
CS(=O)(=O)N(CC(=O)NCc1ccc2c(c1)OCO2)c1cccc(Cl)c1	0	-10	-1	-6	-15	1	-12
CN(CCO)C(=O)c1c(NC(=O)c2ccccc2)sc2c1CCCC2	-1	12	-5	-5	10	-3	2
CC(C)Cc1nnc(NC(=O)CCC(=O)N2CCN(Cc3ccc(Cl)cc3)CC2)s1	-5	15	-4	1	-1	-6	-3
Cc1ccc(S(=O)(=O)N[C@H]2CC[C@@H](CC(=O)NCCN3CCCCC3)O[C@@H]2CO)cc1	-12	-4	x	0	8	-2	-3
CC1CN(S(=O)(=O)c2cccc(C(=O)OC(C)C(=O)NC3CCCCC3C)c2)CC(C)O1 (stereo not given)	2	x	-1	5	-14	-1	u
CC(C)C(=O)N1CCN(c2nc3ccc(Cl)cc3s2)CC1	-1	-139	-13	-75	-64	2	u
COc1ccc(C(=O)Nc2cccc(C)c2)cc1	0	-42	0	x	9	-1	x
CCOc1ccc(CCNC(=O)C2CC(=O)N(c3ccccc3OCC)C2)cc1OCC (stereo not given)	-1	-7	4	-5	10	-2	-4
O=C(c1cnccn1)N1CC(=O)N2[C@H](C1)[C@H](c1ccc(C#CCC3CCCC3)cc1)[C@@H]2CO	-1	1	x	-4	9	3	18
CCCN(C)C[C@@H]1Oc2cc(C#Cc3ccncc3)ccc2S(=O)(=O)N([C@H](C)CO)C[C@@H]1C	0	x	-3	66*	6	-3	-7
COc1ccc(-c2ccccc2)cc1NC(=O)[C@@H]1O[C@H](CO)[C@H](O)[C@H](O)[C@H]1O	-1	12	x	-5	-16	x	32*
Cc1cc(OCC(=O)NCCc2ccc(S(N)(=O)=O)cc2)c2c(C)c(C)c(=O)oc2c1	-1	-3	-7	x	-19	-1	4
O=S(=O)(Nc1ccc2c(c1)OCCO2)c1c(F)cccc1F	-5	-5	-2	-18	7	6	-10
CCc1nc(NCCO)c(C#N)c2c1CCCC2	4	6	19	6	4	-4	0
COc1ccccc1OS(=O)(=O)c1ccc(NC(C)=O)cc1	0	12	-6	-8	11	1	3
O=C(O)c1c[nH]c(=O)c2ccccc12	-2	-3	0	-2	-4	-3	-3
COc1cc(C(=O)N(C)C2CCCCC2)cc(OC)c1OC	x	-12	x	1	3	0	7
O=C(Cc1c(F)cccc1Cl)NC1CCN(Cc2ccccc2)CC1	-6	-3	-3	5	-4	3	u
CN(C)CCCN1CC(=O)N2[C@@H](Cc3c([nH]c4ccccc34)C2(C)C)C1=O	x	-6	-6	-11	-4	3	0
Cc1ccccc1-n1ncc2c1CC(C)(C)CC2NC(=O)CCC(F)(F)F (stereo not given)	-3	11	-7	-4	19	2	-8
O=C(Nc1cc(-c2ccccc2)[nH]n1)c1ccc(Cl)cc1	-1	-79	5	-117	-62	2	19
CCOC(=O)c1nn(-c2ccc(Cl)cc2C)ccc1=O	-1	-16	x	-4	-28	-4	8
C#Cc1ccc([C@H]2C=C(C(=O)N3CCOCC3)O[C@@H](OCCCCO)C2)cc1	-2	-4	2	3	x	0	u
S=C(Nc1ccccc1)N1CCc2ccccc21	-3	6	-1	1	-22	-1	-1
Cc1noc(C)c1NC(=O)Nc1cccc2c1O[C@H](CN(C)S(=O)(=O)c1ccc(Cl)cc1)[C@@H](C)CN([C@H](C)CO)C2=O	0	-11	4	-7	-12	2	-1
O=C(CN(Cc1ccco1)Cc1ccco1)Nc1cc(S(=O)(=O)N2CCCCC2)ccc1Cl	-2	59	-8	23	16	1	-3
COc1cc(SC)ccc1C(=O)NCCNC(=O)c1nonc1N	2	8	0	-11	-1	-1	0
C/C(=N\NC(=O)CSc1nc(C)cc(C)n1)c1cccs1	3	24	-12	11	-8	-2	-5
O=C1CN(S(=O)(=O)c2cccc(F)c2)C[C@@H]2[C@H](c3ccc(-c4ccc(F)cc4)cc3)[C@H](CO)N12	x	x	x	x	-6	-8	-3
CCOC(=O)N1CCN(C(=O)CSc2nc3c(cnn3-c3ccccc3)c(=O)[nH]2)CC1	1	12	-1	21	14	1	0
O=C(Nc1ccc2c(c1)OCO2)[C@@H]1CCCN1S(=O)(=O)c1cccc2cccnc12	-3	3	-4	-6	-17	1	-3
CCOC(=O)CC1COc2ccccc2N1C(=O)c1cccc([N+](=O)[O-])c1 (stereo not given)	4	26	5	10	3	-3	u
CCC(C)[C@H](NC(=O)NCCC1=CCCCC1)C(=O)OC (stereo not given in full)	5	6	-4	15	8	-3	1
Cc1ccccc1S(=O)(=O)N1[C@@H](C#N)[C@@H](c2ccccc2)[C@@H]1CO	0	-18	-22	-8	2	0	7
O=[N+]([O-])c1cc(S(=O)(=O)Oc2ccccc2)ccc1Cl	8	10	-1	22	68*	-2	1
CCCc1c(-c2cccc(F)c2)ncn1CCc1ccccc1OC	1	9	x	24	18	-11	-3
Cc1ccc(Cl)cc1OCC(=O)NCCOC(=O)Nc1sc(=S)n(C)c1C	x	-3	-4	x	11	x	x
C=CCN(C(=O)c1csnn1)C(C(=O)NC1CCCC1)c1ccc(OC)cc1 (stereo not given)	-5	-27	-7	-4	-4	1	-3

Later entries
SMILES	Casp6 inh	PAX8 reporter	ARNT-TACC3 inh	EWS-Fli inh	LGR2 antag	SIRT5 inh	DENV2 CPE rescue
CCOc1ccc(NS(=O)(=O)c2ccc(-c3coc(C)n3)cc2)cc1	-6	-15	-2	x	-20	0	6
CC1CCN(c2ccc([N+](=O)[O-])cn2)CC1	x	-18	-9	x	-21	x	x
C[C@@H]1CN([C@H](C)CO)C(=O)Cc2cc(NC(=O)CCN3CCOCC3)ccc2O[C@@H]1CN(C)C	-23	12	-24	12	-3	-1	2
NC(=O)/C(=C\c1ccco1)NC(=O)c1ccc(Br)o1	7	-11	2	-17	-3	11	5
Cc1snc(SCc2c(F)cccc2Cl)c1C#N	-3	8	-5	0	-7	-1	-2
C[C@H](NC(=O)[C@@H]1CSC2c3ccccc3C(=O)N21)C(=O)NCCc1ccccc1 (stereo not given in full)	-1	0	-1	-24	-19	-4	6
CC(=O)c1c(O)cc(=O)n(-c2ccccc2)c1-c1ccc(Cl)cc1	x	5	1	x	-5	x	x
CCc1ccc(NC(=O)COc2coc(CN3CCN(c4ccccc4)CC3)cc2=O)cc1	4	-9	-1	17	31	0	u
COc1ccc(CCNC(=O)CCCn2c(=O)c3cccn3c3cccnc32)c(OC)c1OC	1	-9	0	x	-35	-3	3
O=C(COC(=O)c1cc(Br)ccc1O)NNC(=O)c1ccc([N+](=O)[O-])cc1	0	8	-1	1	3	-1	10
COc1ccc(S(=O)(=O)N(C)C[C@H]2Oc3ccc(NS(=O)(=O)c4ccccc4)cc3C(=O)N([C@@H](C)CO)C[C@H]2C)cc1	x	6	18	3	-20	x	x
C[C@@H]1CN([C@H](C)CO)C(=O)c2cc(NC(=O)CCCN(C)C)ccc2O[C@H]1CN(C)S(C)(=O)=O	-10	-14	37	x	2	3	2
C[C@H](CO)N1C[C@H](C)[C@H](CN(C)C(=O)Nc2cc(F)ccc2F)Oc2cc(-c3cccc(C#N)c3)ccc2S1(=O)=O	1	2	-2	5	-15	-6	-3
COc1cc(C(=O)NCc2nnc(SCC(=O)Nc3nc4ccc(C)cc4s3)o2)cc(OC)c1OC	x	-35	19	x	2	x	x
CCOC(=O)CNC(=O)CN1C(=O)CC(c2ccccc2)S(=O)(=O)c2ccccc21 (stereo not given)	1	-2	-2	-4	-22	-1	-2
O=C(c1ccoc1)N1CCCC(N2CCN(c3cccc(Cl)c3)CC2)C1 (stereo not given)	-1	-14	1	-24	-10	2	14
CC(C)(C)OC(=O)N1CCC(NC(=O)c2[nH]cnc2C(=O)Nc2cccc(Cl)c2)CC1	-2	14	-2	25	7	x	x
C[C@@H]1CN([C@@H](C)CO)C(=O)Cc2cc(NS(=O)(=O)c3ccccc3)ccc2O[C@H]1CN(C)Cc1ccc(-c2ccccc2)cc1	-1	20	2	12	10	2	u
O=C(COc1coc(CN2CCc3ccccc32)cc1=O)Nc1cccc(F)c1	2	x	-2	3	13	-1	1
O=C1C2CCCN2C(=S)N1Cc1ccccc1 (stereo not given)	0	10	-1	1	1	-4	-1

Next section; the last 4 above are carried over.
SMILES	Casp6 inh	PAX8 reporter	ARNT-TACC3 inh	EWS-Fli inh	LGR2 antag	SIRT5 inh	DENV2 CPE rescue
CC(C)(C)OC(=O)N1CCC(NC(=O)c2[nH]cnc2C(=O)Nc2cccc(Cl)c2)CC1	-2	14	-2	25	7	x	x
C[C@@H]1CN([C@@H](C)CO)C(=O)Cc2cc(NS(=O)(=O)c3ccccc3)ccc2O[C@H]1CN(C)Cc1ccc(-c2ccccc2)cc1	-1	20	2	12	10	2	u
O=C(COc1coc(CN2CCc3ccccc32)cc1=O)Nc1cccc(F)c1	2	x	-2	3	13	-1	1
O=C1C2CCCN2C(=S)N1Cc1ccccc1 (stereo not given)	0	10	-1	1	1	-4	-1
CC1S/C(=N\N=C\c2cccc([N+](=O)[O-])c2)N(C(C)(C)C)C1=O (stereo not given)	1	-22	8	12	15	4	-1
O=C(COc1ccc([N+](=O)[O-])cc1)NNC(=O)c1cccs1	2	8	-5	-4	-7	-1	0
CC1(C(=O)Nc2ccc3[nH]ncc3c2)CCN1C(=O)CCc1ccccc1 (stereo not given)	-2	6	x	4	10	-5	-9
COC(=O)CNC(=O)c1cc(-c2ccncc2)nc2c(C)c(Cl)ccc12	-4	8	-19	3	-3	-2	2
C[C@H](CO)N1C[C@H](C)[C@H](CN(C)S(=O)(=O)c2cccs2)OCCCC[C@H](C)Oc2ccc(NC(=O)CCCN(C)C)cc2C1=O	-2	x	2	4	-7	-3	-5
COc1ccc(S(=O)(=O)N2CCCCCC2)cc1NC(=O)c1ccccc1F	1	-5	2	6	-19	1	9
